Assay outcomes deposited in PubChem by Broad Institute.
Wnt act: Wnt/beta-catenin pathway activation. Wnt/beta-catenin reporter cell assay, activator, plate reader. activation, % at 9.35 µM. 300,000 compounds, 1.2% hits. AID 743398; in the data active means activation above about 30%, passing the limit was not always enough;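 further: 0% = neutral control wells and 100% = positive control wells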
* hit, by the source's call. Only part of the results is shown, so the mix of outcomes need not match the whole.

SMILES	Wnt act
CC1=C(C(=O)N2CCCCCC2)CC(CC(=O)NC2CCCC2)C(=O)N1Cc1ccc(F)cc1 (centres undefined)	-1
C=CCNC(=S)N1CCC2CC1c1c(Cl)cccc12 (centres undefined)	-3
CCn1c(SCC(=O)NCCc2ccc(OC)c(OC)c2)nc2c([nH]c3ccccc32)c1=O	-1
CN1CCN(C(=O)C(=O)c2cn(CC(=O)N3CCOCC3)c3ccccc23)CC1	-3
COc1cccc(CN2CCC(C(=O)NC(c3ccc4c(c3)OCO4)c3ccccn3)CC2)c1 (centres undefined)	-4
NS(=O)(=O)c1ccc(CCNc2ccn3nc(-c4ccc(OCCN5CCOCC5)cc4)cc3n2)cc1	-1
O=C1c2ccccc2C(c2nnnn2-c2ccc3c(c2)OCCO3)N1Cc1cccnc1 (centres undefined)	-2
CCCCCC(=O)N1C[C@@H](n2cc(C3CC3)nn2)[C@H](O)C[C@@H]1c1ccc(Cl)cc1	-1
COc1ccc(/C=N/n2cncn2)cc1Cn1cc([N+](=O)[O-])cn1	-2
CCCCCC(O)C=CC1C(O)CC(O)C1CC=CCCCC(=O)O (centres undefined)	0
CCOC(=O)c1c(NC(=S)N2CCOCC2)sc2c1CCN(C(=O)OCC)C2	-3
Cc1ccc(S(=O)(=O)NC(CC(=O)OCc2ccccc2)C(=O)OCc2ccccc2)cc1 (centres undefined)	2
CC(C)c1ccc(CC(=O)N2CCC2(C)C(=O)Nc2cccc(C#N)c2)cc1 (centres undefined)	-2
Cn1sc2ccccc2c1=O	-1
COC(=O)c1ccc2nc(-c3cccc(Cl)c3)c(Cc3ccccc3C(F)(F)F)n2c1	0
CC(C)NC(=O)C1(C)CCCN1Cc1ccccc1C#N (centres undefined)	0
CCOC(=O)[C@]12CCCC=C1N(Cc1ccc3c(c1)OCO3)C(=O)[C@H](CC(=O)NCCCCc1ccccc1)C2	-5
CC(C)=CCn1c2ccc(NC(=O)NCc3ccc(F)cc3)cc2c(=O)n1C	-2
COc1ccc(CCNC(=O)CNS(=O)(=O)c2ccc(Cl)cc2)cc1	2
CCOC(=O)C1(C)CCCN(C(=O)COc2ccccc2)C1 (centres undefined)	-1
O=C1CCSC2=C1SCc1sccc12	-1
CC(N)c1csc(Nc2ncccn2)n1 (centres undefined)	1
Cc1ccc(-c2nn(-c3ccccc3)cc2/C=N/n2c(-c3cccs3)n[nH]c2=S)cc1	-1
Cc1ccc(S(=O)(=O)N2C[C@H]3C(=O)C[C@@H](c4ccc(Cl)cc4)N(S(=O)(=O)c4ccc(C)cc4)[C@H]3C[C@H]2c2ccccc2)cc1	-2
COc1cccc(CNc2nc3cc(-c4cscc4C)sc3c(=O)n2C)c1	-6
COc1ccc(C2=CCCCCC2)cc1OC	18
COc1ccc(CN(C)C(=O)C(Cc2ccccc2)NC(=O)c2ccccc2)c(OC)c1OC (centres undefined)	0
O=C(Nc1ccc(F)cc1)N[C@@H]1CC[C@@H](CCn2cc(-c3ccc(F)cc3)nn2)O[C@@H]1CO	0
CC(C)N1CCC(C)(C(=O)Nc2ccc(Cl)c(Cl)c2)C1 (centres undefined)	-2
COc1ccc(CC(=O)NNC(=S)NC(=O)c2cc(OC)c(OC)c(OC)c2)cc1	3
O=C(NCCc1ccccc1)C1Cc2c(-c3ccccc3Oc3ccccc3)ccnc2O1 (centres undefined)	-2
Cc1cc(C)cc(C(O)c2ncc(-c3ccc(Cl)cc3)[nH]2)c1 (centres undefined)	-1
CCCCCCCCN1C(=O)[C@@H](CC(=O)NCC2CCCCC2)C[C@@]2(C(=O)OC)C1=C[C@H](C(C)(C)C)O[C@@H]2C	-7
Cc1ccc2nc(-c3cccc(Cl)c3)c(Cc3ccsc3)n2c1	-1
O=C(Nc1cccc(C(F)(F)F)c1)Nc1ccc2nc([C@@H]3O[C@H](CO)[C@@H](O)[C@H](O)[C@H]3O)[nH]c2c1	-3
C[C@H]1CN([C@@H](C)CO)S(=O)(=O)c2ccc(Br)cc2O[C@@H]1CN(C)S(=O)(=O)c1ccccc1F	0
O=C(CC[C@H]1O[C@@H](n2ccc(=O)[nH]c2=O)[C@H](O)[C@@H]1O)NCc1ccc2c(c1)OCO2	-2
COC(=O)c1cc2c(c3c4cc(F)ccc4n(S(=O)(=O)c4ccccc4)c13)C(=O)N(Cc1ccco1)C2	-3
OC(c1ccccc1)c1nc(-c2cccs2)cs1 (centres undefined)	6
OCCC#Cc1ccc(N2C(c3ccsc3)=Cc3ccc(F)cc3C2c2c[nH]c3ccccc23)cc1 (centres undefined)	-4
NC(c1ccccc1)c1csc(NC(=O)NCC2CCCCC2)n1 (centres undefined)	-1
COC(=O)C1=C(C)N(Cc2ccccc2C(F)(F)F)C(=NCc2ccc(OC)cc2)NC1c1cccc(Cl)c1 (centres undefined)	0
CCCCC[C@@H](C)N1C[C@@H](COCc2ccccc2)Oc2cc(N3CC[C@H](O)C3)ccc2S1(=O)=O	1
COc1ccc(C(C)=O)cc1Cn1c(C)c(C(=O)NCc2cccc(Cl)c2)sc1=O	-7
CCOC(=O)N1C(=O)C[C@](Sc2ccc(C)cc2)(C(=O)OC)[C@H]1c1ccccc1	0
S=C(SSC(=S)N1CCOCC1)N1CCOCC1	-1
CCOC(=O)CC1(C)c2nc(NC(C)=O)sc2Cc2sc(NC(C)=O)nc21	-1
COc1ccc2c(c1)C(CC(C)=O)N(c1ccc(-c3cccnc3)cc1)C(c1ccsc1)=C2 (centres undefined)	0
C[C@@H]1CN([C@@H](C)CO)C(=O)c2cc(NS(=O)(=O)c3ccc(F)cc3)ccc2O[C@@H](C)CCCCO[C@H]1CN(C)C(=O)NC1CCCCC1	-4
COc1cccc(C(O)c2nc(-c3cc4ccccc4o3)cs2)c1 (centres undefined)	1

(listing goes on)
SMILES	Wnt act
CCOC(=O)[C@]12CCC=C1N(Cc1ccc3c(c1)OCO3)C(=O)[C@H](CC(=O)NCCc1ccccc1OC)C2	-3
CCOC(=O)[C@]12CCCC=C1N(Cc1ccco1)C(=O)[C@H](CC(=O)NCc1cccc3ccccc13)C2	-3
COc1cc(C(=O)N2CCCCC2c2cc(C(=O)Nc3ccccc3Cl)no2)cc(OC)c1C (centres undefined)	-2
C[C@H]1CN([C@@H](C)CO)C(=O)c2cc(C3=CCCCC3)cnc2O[C@@H]1CN(C)C(=O)Cc1ccccc1	1
COc1ccc(Cl)cc1C(=O)NNC(=S)NC1CCCCC1	-2
CCCC(=O)N1CCC1(C)C(=O)NS(=O)(=O)c1cccs1 (centres undefined)	-1
CC1(C(=O)NS(=O)(=O)c2cccs2)CCN1C(=O)C1(c2ccc(Cl)cc2)CCC1 (centres undefined)	-4
NS(=O)(=O)c1ccc(N2C(=O)CCCC2=O)cc1	2
CCCC(=O)N1CCCC1(C)C(=O)Nc1ccc2nc(C)ccc2c1 (centres undefined)	0
CCOC(=O)[C@]12CCC=C1N(Cc1ccc3c(c1)OCO3)C(=O)[C@H](CC(=O)NCc1cccc3ccccc13)C2	-1

Laid out differently: 2 of the compounds above.
Wnt act	canonical_smiles
-2	COc1ccc(/C=N/n2cncn2)cc1Cn1cc([N+](=O)[O-])cn1
0	CCCCCC(O)C=CC1C(O)CC(O)C1CC=CCCCC(=O)O (centres undefined)

(further entries)
SMILES	Wnt act
CC(C)Nc1nc(NCCO)nc2ccccc12	-2
CC(=O)[C@H]1CC[C@@H](c2ccccc2)N(S(=O)(=O)c2ccc(C)cc2)C1	-2
CN(C)c1cc(C(=O)N(C)c2ccccc2)ncn1	-1
COC(=O)C[C@H]1C[C@H]2c3cc(NC(=O)Cc4ccncc4)ccc3O[C@H]2[C@@H](CO)O1	-1
Cc1cccc2[nH]c3c(N4CC=C(c5ccc(F)cc5)CC4)ncnc3c12	-1
Cc1cccc(C)c1-n1nnnc1C(CCc1ccccc1)N1CCN(C/C=C/c2ccccc2)CC1 (centres undefined)	-1
O=C1NC(Cc2ccc(O)cc2)c2nc3ccc(F)cc3c(=O)n2-c2cc3ccccc3cc21 (centres undefined)	-2
CCc1nc2ccc(C(=O)N3CCN(C(=O)c4ccco4)CC3)cn2c1N(C)Cc1nccn1C	12
Cc1cnc2c(N)cc(C)c(C)c2c1	-4
O=C(NC1CCCCC1)C(C1CC1)n1c(=O)c(-c2ccco2)nc2ccccc21 (centres undefined)	-9
CCCC(=O)N1CCCC1(C)C(=O)Nc1ccc(OC(F)F)cc1 (centres undefined)	-2
C[C@@H]1CCCCO[C@H](CN(C)C(=O)NC2CCCCC2)[C@@H](C)CN([C@H](C)CO)C(=O)c2cc(NC(=O)c3ccccc3)ccc2O1	-1
O=C(Cc1ccccc1)CC(CC(=O)c1ccccc1)c1ccccc1 (centres undefined)	-3
CS(=O)(=O)CCSc1ncccc1C(=O)NCc1cccs1	0
Cn1nc(C(C)(C)C)cc1C(=O)NCC1CCN(C(=O)C(=O)c2cc3ccccc3o2)CC1	0
C[C@]12Cc3ccccc3C1CC1=N[C@@H](c3ccccn3)O[C@@]13C[C@@H]2C(=O)N3C1CCN(Cc2ccccc2)CC1 (some centres undefined)	-1
O=C(N[C@@H](Cc1cccnc1)C(=O)N1CCC[C@H]1C(=O)NCc1ccccc1)c1ccc(Cl)c(Cl)c1	-8
CN(C)c1ccc(-c2ccnc3c2CC(C)(C(=O)Nc2ccc4c(c2)OCO4)O3)cc1 (centres undefined)	1
CC(C)N(C)c1ncnc2c1ncn2[C@H]1CN(CCN2CCOCC2)C[C@@H](CO)O1	0
NC(=O)CN1C(=O)/C(=c2\sc3nc(=O)c(Cc4ccccc4)nn3c2=O)c2ccccc21	11
CCN1C(=O)C(CC(=O)Nc2ccc(OC)cc2)N(Cc2ccc(OC)c(OC)c2)C1=S (centres undefined)	-2
COc1ccc(C(C)=O)cc1CC1(C)C(=O)Nc2ccc(-c3cccc(C(F)(F)F)c3)cc21 (centres undefined)	-3
CCN(C(=O)CN1C(=O)S/C(=C\c2ccccc2Cl)C1=O)C1CCS(=O)(=O)C1 (centres undefined)	-3
Cc1cc(C)c2nc3sc(=Cc4ccc(-c5ccccc5C(=O)O)o4)c(=O)n3c2c1	-1
CCCCn1nnnc1C1(C)CCC(=O)N1CCOc1ccccc1 (centres undefined)	1
C=CCn1c(O)c(C=Nc2ccc(CN3CCCCC3)cc2)c(=O)[nH]c1=S	0
CCCCc1c(-c2ccccc2OC)ncn1Cc1ccc(Br)cc1	-1
Cc1ccc(Cc2c(-c3ccc(C)cc3)nc3cc(C)ccn23)cc1	11
COc1ccc(NC(=O)C[C@H]2C(=O)N(Cc3ccccc3)C[C@@H]2CSC)cc1	-2
Nc1nc(N)c2cc(S(=O)(=O)c3cccc(C(F)(F)F)c3)ccc2n1	-3
COC(=O)N1CCCCC1c1cc(C(=O)Nc2ccc3c(c2)OCO3)no1 (centres undefined)	-2
CCCCN1C(=O)C(CC(=O)NCc2cccc3ccccc23)CC(C(=O)N2CCCCCC2)=C1C (centres undefined)	-2
Cc1ccc(S(=O)(=O)Nc2ccccc2[N+](=O)[O-])cc1	-2
COc1ccc(C(=O)N2CCCC(c3cc(C(=O)NCc4ccccc4)no3)C2)cc1 (centres undefined)	-4
O=C(Nc1cccc(Cl)c1)Nc1nnc([C@@H]2C[C@H](O)[C@@H](CO)O2)s1	8
CC1CCCCN1C(=S)Nc1ccc(S(=O)(=O)N2CCCCC2)cc1 (centres undefined)	-2
CN(Cc1ccccc1)C(=O)c1csc([C@@H]2O[C@H](CO)[C@@H](O)[C@H]2O)n1	-4
CC(=O)Nc1cc(-c2cccc(C(=O)NCCN(C)C)c2)cn2c(-c3ccccc3)cnc12	-3
Cc1ccccc1Nc1ncc(C#N)c(N)n1	16
CCCCN(CCCC)Cc1cc(=O)oc2ccc3ccccc3c12	-3
CS(=O)(=O)N1CCCCC1c1cc(C(=O)Nc2cccc(C#N)c2)no1 (centres undefined)	-1
CC(C)OC(=O)[C@@H](Cc1ccccc1)N[C@H](/C=C/c1ccccc1)[C@@H](O)Cc1ccccc1	-2
CCCCCN(C(=O)CCC(=O)OCC(=O)NCCc1ccccc1)c1c(N)n(CCCC)c(=O)[nH]c1=O	-1
CCc1nc2c(OCc3ccc4c(c3)OCO4)cccn2c1N(C=O)Cc1ccccc1	1
CC1(C(=O)NS(=O)(=O)c2ccc(Cl)cc2)CCN1C(=O)C1CCCCC1 (centres undefined)	11
CSc1ccc(C(O)c2ncc(-c3ccc(F)cc3)[nH]2)cc1 (centres undefined)	0
CCCCNc1cccc2c1S(=O)(=O)N[C@H](Cc1ccccc1)CO2	-2
COc1cc(OC)cc(C2=Cc3ccccc3C(CC(C)=O)N2c2ccc(C#CC3(N)CCCCC3)cc2)c1 (centres undefined)	-11
CCc1c(C)nc(SCC(=O)N2CCc3ccccc32)[nH]c1=O	0
COc1ccc(CC(=O)Nc2cc(F)ccc2F)cc1S(=O)(=O)N1CCOCC1	0
C=CCNc1cccc2c1S(=O)(=O)N[C@@H](Cc1ccccc1)CO2	-1
CC1(C)CC(=O)C(C(c2cc([N+](=O)[O-])ccc2Cl)C2C(=O)CC(C)(C)CC2=O)C(=O)C1	-1

Gathered by group: those above containing two or more sulfur atoms
SMILES	Wnt act
CCOC(=O)c1c(NC(=S)N2CCOCC2)sc2c1CCN(C(=O)OCC)C2	-3
O=C1CCSC2=C1SCc1sccc12	-1
Cc1ccc(-c2nn(-c3ccccc3)cc2/C=N/n2c(-c3cccs3)n[nH]c2=S)cc1	-1
Cc1ccc(S(=O)(=O)N2C[C@H]3C(=O)C[C@@H](c4ccc(Cl)cc4)N(S(=O)(=O)c4ccc(C)cc4)[C@H]3C[C@H]2c2ccccc2)cc1	-2
COc1cccc(CNc2nc3cc(-c4cscc4C)sc3c(=O)n2C)c1	-6
C[C@H]1CN([C@@H](C)CO)S(=O)(=O)c2ccc(Br)cc2O[C@@H]1CN(C)S(=O)(=O)c1ccccc1F	0
OC(c1ccccc1)c1nc(-c2cccs2)cs1 (centres undefined)	6
S=C(SSC(=S)N1CCOCC1)N1CCOCC1	-1
CCOC(=O)CC1(C)c2nc(NC(C)=O)sc2Cc2sc(NC(C)=O)nc21	-1
CCCC(=O)N1CCC1(C)C(=O)NS(=O)(=O)c1cccs1 (centres undefined)	-1
CC1(C(=O)NS(=O)(=O)c2cccs2)CCN1C(=O)C1(c2ccc(Cl)cc2)CCC1 (centres undefined)	-4
CS(=O)(=O)CCSc1ncccc1C(=O)NCc1cccs1	0
CCN(C(=O)CN1C(=O)S/C(=C\c2ccccc2Cl)C1=O)C1CCS(=O)(=O)C1 (centres undefined)	-3
CC1CCCCN1C(=S)Nc1ccc(S(=O)(=O)N2CCCCC2)cc1 (centres undefined)	-2
